Source: PubChem BioAssay (several laboratories)
S1P4 agonist: agonists of human S1P4 receptor; activation, % at 4.98 µM; S1P4-expressing cell line, agonist reporter assay; actives 0.35% (n = 220,000); in the data active means activation above about 11%;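 further: 0% = DMSO vehicle and 100% = reference agonist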
NPY Y1 blocker: antagonists of human neuropeptide Y receptor Y1; actives 1% (n = 200,000); inhibition, % at 3.6 µM; AID 1040; HEK293-CNG Y1 cells, membrane potential fluorescence; NPY at EC95, then isoproterenol; P25929;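 active means inhibition above the campaign mean inhibition of all tested compounds plus 3 SD, cut at about 20% in these data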;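 further: 0% = DMSO wells given NPY plus isoproterenol and 100% = isoproterenol alone without NPY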
Target sequence (P25929 whole entry, looked up): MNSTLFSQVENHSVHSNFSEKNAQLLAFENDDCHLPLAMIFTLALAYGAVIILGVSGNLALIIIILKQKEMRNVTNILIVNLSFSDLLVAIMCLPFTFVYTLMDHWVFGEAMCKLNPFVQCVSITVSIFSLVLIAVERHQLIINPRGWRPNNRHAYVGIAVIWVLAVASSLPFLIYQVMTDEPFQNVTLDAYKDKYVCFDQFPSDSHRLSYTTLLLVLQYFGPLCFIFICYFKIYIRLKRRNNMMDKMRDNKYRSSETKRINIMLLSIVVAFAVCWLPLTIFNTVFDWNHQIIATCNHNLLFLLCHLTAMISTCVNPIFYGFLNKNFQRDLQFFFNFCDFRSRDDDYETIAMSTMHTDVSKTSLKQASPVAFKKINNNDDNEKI
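Assay system: HEK293 Y1/CNG channel cell line; Doses: single compound dose of 3.6 µM, 0.4% DMSO; Timing: dye 3 h, compound 60 min room temperature, stimulation 45 min; Technique: Membrane-potential fluorescent dye readout; Measure: % inhibition of NPY effect.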
BaF3 parental: reduces parental Ba/F3 cell viability, JAK2V617F counter-screen | CellTiter-Glo ATP luminescence | inhibition, % at 5.6 µM | actives 1.1% (n = 220,000) | AID 1486;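 active means inhibition above a per-campaign cutoff, the mean inhibition of all tested compounds plus 3 SD, cut at about 27% in these data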;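 further: 0% = DMSO wells and 100% = JAK Inhibitor I control wells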
Ba/F3 V617F tox: loss of viability in JAK2V617F-driven Ba/F3 cells. Ba/F3 EpoR-JAK2V617F viability, ATP luminescence. inhibition, % at 5.6 µM. actives 1.1% (n = 220,000). AID 1446;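 active means inhibition above the campaign mean plus 3 SD over all tested compounds, cut at about 24% in these data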;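 further: cytokine-independent growth of Ba/F3 cells driven by EpoR plus mutant JAK2; 0% = DMSO-treated cells and 100% = JAK inhibitor I control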
S1P4 antag: human S1P4 receptor antagonism; O95977; inhibition, % at 4.98 µM; S1P4-expressing cells, antagonist mode, reporter read-out; AID 1510; actives 0.26% (n = 220,000); in the data active means inhibition above about 29%;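 further: 0% = wells stimulated with agonist and 100% = vehicle wells without agonist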
NPY1 pot ag: potentiators or agonists of human neuropeptide Y receptor Y1 | activation, % at 3.6 µM | actives 0.37% (n = 220,000) | NPY-Y1 expressing cells, potentiator/agonist activation | AID 1304 | P25929; in the data active means activation above about 33%, passing the limit was not always enough;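 further: cells stimulated with NPY at EC10 then isoproterenol at EC100; 0% = low agonist plus stimulus and 100% = saturating agonist plus stimulus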
NPY2 pot ag: potentiates or activates human NPY-Y2 receptor; P49146; cells expressing NPY-Y2, potentiator/agonist read-out; activation, % at 3.6 µM; actives 0.45% (n = 220,000); AID 1359; in the data active means activation above about 27%;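 further: cells stimulated with NPY near EC25 plus isoproterenol at EC100; 0% = vehicle plus submaximal agonist and 100% = vehicle plus saturating agonist; some results beyond the cut were filed as inactive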
NCF1 inh: blocks human p47phox regulatory protein of NADPH oxidases | p47phox/p22phox peptide binding, fluorescence polarization, 2 h | inhibition, % at 24.7 µM | AID 1274 | actives 0.53% (n = 220,000);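 active means inhibition above about 30%, limit read from the data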;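 further: 0% = p47phox with labelled peptide and 100% = labelled peptide alone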
Target sequence (P14598 whole entry, looked up): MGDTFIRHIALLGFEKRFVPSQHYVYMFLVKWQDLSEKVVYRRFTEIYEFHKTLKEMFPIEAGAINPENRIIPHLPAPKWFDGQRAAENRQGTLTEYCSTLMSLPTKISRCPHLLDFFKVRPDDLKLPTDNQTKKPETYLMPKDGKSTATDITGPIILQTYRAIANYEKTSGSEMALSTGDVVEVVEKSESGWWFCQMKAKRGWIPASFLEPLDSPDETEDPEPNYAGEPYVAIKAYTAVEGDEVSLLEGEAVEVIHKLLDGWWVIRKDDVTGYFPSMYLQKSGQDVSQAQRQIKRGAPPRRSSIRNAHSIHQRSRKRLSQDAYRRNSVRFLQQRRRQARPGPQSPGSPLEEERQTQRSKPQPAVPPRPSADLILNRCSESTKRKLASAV
CHOP inhibitor: blocks CHOP induction under ER stress | inhibition, % at 10 µM | CHO-K1 CHOP-promoter luciferase, tunicamycin-induced, 15-18 h | AID 2732 | actives 3.8% (n = 220,000);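 active means compounds that reduced the stress-induced luciferase reporter signal by more than about 70% of percent inhibition, limit read from the data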;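 further: 0% = tunicamycin plus vehicle and 100% = wells without tunicamycin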
Active calls of the source: *; . = not tested or not shown.

SMILES	S1P4 agonist	NPY Y1 blocker	BaF3 parental	Ba/F3 V617F tox	S1P4 antag	NPY1 pot ag	NPY2 pot ag	NCF1 inh	CHOP inhibitor
CCSC1=NC(C)(C)C=C(C)N1	-1.4	-1	0	-2	-12	8	-5	-6	8
C=CCN(CC=C)C(=S)NC(=O)c1ccc(C)c(Br)c1	0.1	3	8	1	-9	-3	-5	-17	-43
CCC(c1nnnn1Cc1ccco1)N1CCN(c2cc(Cl)ccc2C)CC1 (centres undefined)	1.5	27*	4	2	-18	-28	-12	0	69
Cc1cc(C(=O)NC(=S)Nc2ccccc2N2CCCC2)ccc1[N+](=O)[O-]	-0.7	5	2	-4	3	6	10	-4	52
COc1ccc(-c2nnc(SCC(C)C)o2)cc1	-0.5	.	-7	-2	-5	-2	8	-16	20
CC1Sc2ccc(C(=O)O)cc2NC1=O (centres undefined)	-2.4	2	2	1	0	6	-13	-11	-25
O=C(O)/C=C/c1ccc2noc(-c3ccccc3)c2c1	0.2	-4	1	-1	-8	2	9	5	49
O=C(NC(=S)Nc1ccc(Cc2ccncc2)cc1)c1ccc(F)cc1	1.1	2	1	0	-14	8	4	-6	3
N#CC1=C(N)OC2=C(CN(Cc3ccccc3)C/C2=C\c2cccnc2)C1c1cccnc1 (centres undefined)	0.4	5	2	-2	6	13	-15	123*	-12
COc1ccc(C2CC(c3ccccc3)=NN2C(=O)c2cccs2)cc1 (centres undefined)	-1.3	8	3	-2	7	-32	-7	-23	54
CCCCOc1ccc(N2C(=O)CC(N(O)c3ccccc3)C2=O)cc1 (centres undefined)	0.1	4	3	2	-14	6	-19	6	8
COc1ccc(OC)c(Nc2nc3nonc3nc2N2CCCC(C)C2)c1 (centres undefined)	0.3	1	7	0	-12	-17	1	-12	77*
O=C(CSc1nnc(-c2ccccc2)c(-c2ccccc2)n1)NCc1ccco1	3.0	-2	0	-3	-7	18	17	-2	-27
COC(=O)CSc1cc(C)nc2ccc(OC)cc12	0.8	-8	-2	-6	2	33	3	-22	3
CC(C)Cc1ccc(S(=O)(=O)N2CCOCC2)cc1	-2.8	-3	1	-3	-18	0	0	3	42
C=CCNc1c2c(nc3nnnn13)CCCC2	-1.6	-2	5	-1	-17	0	-13	-1	-5
COc1ccccc1-n1c(=O)oc2ccc(Cl)cc2c1=O	-1.9	-7	14	7	-1	14	-8	-4	44
O=C(Nc1ccccc1)c1ccc(S(=O)(=O)NCC2CCCO2)cc1 (centres undefined)	1.4	-4	-1	1	-14	-9	-10	-7	3
Cc1nc2ccccc2cc1O	-2.2	-1	4	1	-16	2	-6	-6	-6
CN1CCN(C(=O)CN(Cc2ccc(Cl)cc2)S(C)(=O)=O)CC1	-0.1	-1	2	-2	-17	11	6	4	-2
CCCOC(=O)c1c(NC(=O)CCCn2nc([N+](=O)[O-])c(Cl)c2C)sc(C(=O)OC)c1C	0.4	-5	6	-1	-3	3	-15	-6	31
CCOC(=O)c1sc(NC(=O)CSc2nc(O)c(Cc3ccccc3)c(=O)[nH]2)nc1C	-3.1	-5	7	5	-9	-2	-3	-9	19
CC(=O)c1ccc(N2CCN(C(=O)Cc3cccs3)CC2)cc1	0.5	0	1	3	-27	17	10	-4	-3
O=C(CCC1COc2ccccc2O1)NC1CCCCC1 (centres undefined)	-1.4	-2	3	-1	-11	12	-11	-7	42
O=C(CN1CCC(n2nnc3ccccc32)CC1)NCc1cccs1	-2.1	-3	2	-2	0	-1	13	-2	22
CC(C)C(c1nnnn1C(C)(C)C)N1CCC(Cc2ccccc2)CC1 (centres undefined)	1.1	-7	4	1	4	-40	-5	-38	36
O=C(NCc1ccccc1)c1ccc(=O)[nH]n1	0.9	0	-4	-4	-27	3	4	7	23
CCOC(=O)C1CCN(C(=O)c2ccc(Oc3cc(Cl)cc(Cl)c3)o2)CC1	0.2	.	-1	-3	2	-14	-22	-7	1
COc1ccc(Cn2nc(C)n(N(C)c3ncc(C(F)(F)F)cc3Cl)c2=O)cc1	1.6	0	3	0	-4	-8	-13	-2	15
CCCSC1=NN2CCCC(=O)N=C2S1	0.5	-4	2	-6	2	16	6	5	-29
CCNc1nc(NC(C)(C)C)nc(N(CC)n2cnnc2)n1	-1.4	6	5	-2	2	-4	-10	-4	33
COC(=O)c1cc(=O)cc(C(=O)OC)o1	0.7	1	5	0	0	-6	-18	-5	32
O=C(NCCc1ccc(Cl)cc1)C1CCN(S(=O)(=O)c2cccs2)CC1	0.7	2	5	-1	-2	15	11	-1	10
CCc1ccc(OCCNC(=O)c2ccccc2SCc2ccccc2)cc1	-1.0	1	5	-3	-20	-10	-10	-1	99*
CCOc1cc(/C=C2\C(=O)ON=C2C)ccc1OCc1ccccc1	-3.0	-2	4	0	-5	-26	-22	-5	-30
O=c1c2ccccc2[nH]c(=S)n1Cc1cccs1	-1.2	-4	9	1	-3	-5	6	-2	6
CC1=C(C(=O)Nc2ccc(C)cc2)C(c2ccc(N(C)C)cc2)NC(=O)N1 (centres undefined)	1.8	-5	4	-1	-18	-18	8	-10	10
CN(C(=O)CS(=O)(=O)Cc1ccccc1Cl)c1ccccc1	-0.3	-4	9	4	-3	-4	-1	-2	-7
Cc1ccc(SCCNC(=O)/C=C/c2cccc([N+](=O)[O-])c2)cc1	-2.2	10	5	-3	-9	-21	-8	-8	26
COC(=O)CN(C#N)c1nc(NC(C)C)nc(NC(C)C)n1	-0.2	-5	2	1	-6	8	17	-13	9

No new results follow: 5 of the compounds above.
SMILES	S1P4 agonist	NPY Y1 blocker	BaF3 parental	Ba/F3 V617F tox	S1P4 antag	NPY1 pot ag	NPY2 pot ag	NCF1 inh	CHOP inhibitor
O=c1c2ccccc2[nH]c(=S)n1Cc1cccs1	-1.2	-4	9	1	-3	-5	6	-2	6
CC1=C(C(=O)Nc2ccc(C)cc2)C(c2ccc(N(C)C)cc2)NC(=O)N1 (centres undefined)	1.8	-5	4	-1	-18	-18	8	-10	10
CN(C(=O)CS(=O)(=O)Cc1ccccc1Cl)c1ccccc1	-0.3	-4	9	4	-3	-4	-1	-2	-7
Cc1ccc(SCCNC(=O)/C=C/c2cccc([N+](=O)[O-])c2)cc1	-2.2	10	5	-3	-9	-21	-8	-8	26
COC(=O)CN(C#N)c1nc(NC(C)C)nc(NC(C)C)n1	-0.2	-5	2	1	-6	8	17	-13	9

(continued)
SMILES	S1P4 agonist	NPY Y1 blocker	BaF3 parental	Ba/F3 V617F tox	S1P4 antag	NPY1 pot ag	NPY2 pot ag	NCF1 inh	CHOP inhibitor
CN(C)c1nc2c(c(=O)n(C)c(=O)n2C)n1Cc1ccccc1	1.8	5	5	1	-11	-28	12	-19	18
O=C(CCCc1ccccc1)N1CCN(c2ccc([N+](=O)[O-])cc2)CC1	-1.4	5	9	0	-10	12	2	-21	31
COc1ccc(Nc2nc(S(=O)(=O)c3ccc(C)cc3)c(Cl)s2)cc1	-2.7	-2	5	1	-12	8	-3	-3	70
N=c1n(CCO)c2ccccc2n1Cc1ccc(Cl)cc1	-0.9	11	5	5	11	-27	-20	-10	5
C=CCn1c(SC(C)C#N)nc2sc(CC)cc2c1=O (centres undefined)	0.5	1	1	-1	-3	10	-12	-3	35
CC(C)(C)[C@@H]1C=C(C(=O)NC2CC2)O[C@H](OCc2ccc(CO)cc2)C1	-0.5	-7	-2	-5	-5	3	-15	.	3
O=S(=O)(Cc1ccccc1)N1CCN(C2Cc3ccccc3C2)CC1	1.0	0	6	-2	-5	-5	-5	-10	-7
Oc1ccc(/C=N/N=C(c2ccccc2)c2ccccc2)c(O)c1O	-1.4	-9	2	-4	-1	21	6	-3	70*
CCOC(=O)CCc1c(C)nc(SCCN2CCCC2)c(C#N)c1C	-1.3	9	8	4	-6	-13	-10	-31	32
CCC(=O)Oc1cccc(C(=O)Nc2ccc(-c3nnc(-c4ccco4)o3)cc2)c1	1.4	-2	11	0	5	-19	-3	-10	-1
C[C@@H](C(=O)Nc1ccc2ccccc2c1)[C@H]1C[C@]1(C)[C@H](NS(=O)(=O)c1ccc(-c2ccccc2)cc1)c1ccccc1	0.8	7	9	1	15	10	-4	-18	31
Cc1cc(NC(=O)COC(=O)COc2ccc(C(=O)c3ccccc3)cc2)no1	1.6	6	5	2	18	13	-10	-4	0
Cc1ccc(-c2nn(Cc3ccccc3)cc2/C=C/C(=O)O)cc1C	0.5	4	5	1	-10	4	-9	-8	16
Clc1ccc(CSc2nnc(-c3c[nH]c4ccccc34)o2)cc1	0.4	6	8	-1	-2	-14	-11	-9	48
O=C(NN1C(=O)C2CC=C(Cl)CC2C1=O)c1ccncc1 (centres undefined)	1.2	-1	3	-5	-7	15	15	-17	-1
COCCNC(=O)c1ccccc1NC(=O)Nc1ccccc1	1.2	0	6	1	9	9	5	5	-2
O=C(NCc1ccccc1)C12CC3CC(CC(Cl)(C3)C1)C2	2.1	.	1	-2	-7	16	1	-14	-6
O=C(NCc1cccnc1)c1ccc(Cn2c(=S)[nH]c3ccc(Br)cc3c2=O)cc1	0.6	4	9	5	-13	-16	-3	8	47
Cc1ccc2c(Cl)cc(Cl)c(OCC(=O)Nc3cc(S(=O)(=O)N(C)C)ccc3C)c2n1	2.6	16	3	0	-19	-24	2	-25	37
NC(=O)CSc1nnc(Cc2cccs2)n1C1CCCCC1	-2.4	-8	5	-1	2	-30	-5	-3	-16
CCN(CC)S(=O)(=O)c1cccc(C(=O)OCC(=O)c2ccc3c(c2)OCCO3)c1	0.5	-6	2	1	6	0	1	-52	18
Cc1nnc2n1N=CC=C(c1ccccc1)S2	-3.7	1	-6	3	-22	-14	-9	8	17
Cc1ccccc1/C=C/C(=O)N1CCOCC1	2.6	3	2	0	-8	0	3	-4	-4
N#C/C(=C\c1cn(CCOc2ccccc2)c2ccccc12)C(=O)NCC1CCCO1 (centres undefined)	0.3	-1	0	5	-7	-4	-22	-16	-2
CCCC(=O)Nc1ccc(N2CCN(C(=O)c3ccccc3C)CC2)cc1	-2.6	-3	0	1	-7	17	11	1	43
COc1ccc(-n2c(C)cc(SC)c(C(C)=O)c2=S)cc1	3.4	6	6	-2	-3	9	3	-11	12
CCCNC(=O)c1ccc(OC)cc1OC	0.0	-2	7	-1	-17	-26	-1	2	3
CC(C)CSc1nc2ccccc2n1CC(=O)O	1.2	7	6	-2	12	18	-9	-2	17
CCN(c1cccc(C)c1)S(=O)(=O)c1cnc[nH]1	-1.4	-8	5	-2	0	22	0	-7	-20
COc1cccc(-c2nn(C)c3sc(C(=O)NCc4ccc(C)o4)cc23)c1	-0.1	6	0	-6	-3	-2	-5	-33	25
CSc1nnc(C(C)(C)C)c(=O)n1/N=C/c1ccc(C(C)C)cc1	-0.3	.	-1	0	-9	-24	0	-7	2
O=C(c1cc(-c2ccco2)on1)N1CCN(c2ccccc2)CC1	0.9	5	8	3	-11	5	0	-14	-19
O=[N+]([O-])c1ccc(OCCCCN2CCCCC2)cc1	1.1	-6	6	0	-1	-2	6	-8	-20
Cn1cnnc1Sc1nc2c(c(=O)n(C)c(=O)n2C)n1C	-2.8	-1	1	0	-16	-22	9	.	.
O=C(NCc1ccccc1)/C(=C/c1ccco1)NC(=O)c1ccco1	1.2	-3	3	-3	-5	11	3	-2	-14
COc1ccc(-c2nnc(NC(=O)C3CCCO3)s2)cc1 (centres undefined)	0.6	5	0	-4	-14	10	-12	0	-22
O=C(c1ccncc1)N(Cc1ccco1)Cc1cc2ccccc2[nH]c1=O	0.3	0	1	-4	0	-10	3	-20	34
